West Nile virus CPE – inhibition of WNV-induced cytopathic effect – cell-based, CPE readout (AID 1621); West Nile virus-infected cells, CPE inhibition; higher % means a stronger effect; one-dose CPE inhibition, % at 10 µM; IC50 in µM for titrated hits; 290,000 tested, 0.02% active; in the data active means a potency from the dose series; further: strong numbers were not always called active
KOR beta-arrestin-1 – KOR antagonists, beta-arrestin recruitment, cell-based, luminescence, uHTS (AID 1778); KOR beta-arrestin recruitment, luminescence, antagonist mode; higher % means a stronger effect; inhibition, % at 10 µM; hits with a dose series show IC50 in µM; 290,000 tested, 0.091% active; further: strong numbers were not always called active
AID2073 – disruptors of CaV2.2 binding to Mint1 – biochemical, HTRF (AID 2073) | HTRF protein-protein interaction, Mint1-CaV2.2; higher % means a stronger effect | inhibition, % at 20 µM, or IC50 in µM where a hit was titrated | 290,000 tested, 0.19% active; in the data active means inhibition mostly above about 51%, no sharp cut-off; further: some results filed as inactive read as strong as hits
NS5 inhibitors – Dengue-2 NS5 methyltransferase inhibitors, primary screen, biochemical, confirmation dose response (AID 588689); Dengue-2 NS5 methyltransferase capping enzyme assay, biochemical; higher % means a stronger effect; 340,000 tested, 0.3% active; inhibition, % at 25 µM, or IC50 in µM where a hit was titrated; in the data active means a potency from the dose series
NOD1 NF-kB reporter – inhibition of NOD1-driven NF-kB reporter – cell-based, luminescence, uHTS, primary screen (AID 1578) | 290,000 tested, 1% active | inhibition, % at 4 µM, or EC50 in µM where a hit was titrated | NOD1-driven NF-kB luciferase reporter cells, luminescence; higher % means a stronger effect; in the data active means inhibition mostly above about 36%, no sharp cut-off; inactive means mostly below about 34%;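 further: HEK-293T reporter cells stimulated with the NOD1 agonist gamma-tri-DAP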
Yfh1-off respiration – enhancers of respiration in Yfh1-depleted yeast, dose response, Friedreich's ataxia, plus single-dose screen (AID 1465) | S. cerevisiae Yfh1-off respiration, WST-1 reduction, 72 h; higher fold induction means a stronger effect | one-dose fold induction at 50 µM; EC50 in µM for titrated hits | 220,000 tested, 0.074% active;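 active means fold induction of absorbance versus untreated yeast above a set limit, then at least 30% activation at any dose in follow-up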;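 further: activators that raise dye reduction in frataxin-depleted yeast; strong numbers were not always called active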
HIV fusion peptide – inhibitors of HIV fusion peptide binding, primary screen, biochemical, uHTS, fluorescence dequenching (AID 1986) | 290,000 tested, 0.3% active | inhibition, % at 20 µM; hits with a dose series show IC50 in µM | cell-free peptide binding, fluorescence dequenching, 30 min; higher % means a stronger effect; in the data active means inhibition mostly above about 52%, no sharp cut-off; inactive means mostly below about 76%; further: some results filed as inactive read as strong as hits
KOR beta-arrestin-2 – kappa opioid receptor activators – cell-based, luminescence, uHTS, primary screen (AID 1777); KOR beta-arrestin recruitment, luminescence; higher % means a stronger effect; activation, % at 10 µM, or EC50 in µM where a hit was titrated; 280,000 tested, 0.02% active; in the data active means activation above about 50%, passing the limit was not always enough; further: a part of the inactive calls stands beside numbers as strong as those of hits
NOD2 inhibition – inhibition of NOD2-driven NF-kB reporter – cell-based, luminescence, uHTS, HEK293 (AID 1566); inhibition, % at 4 µM; hits with a dose series show EC50 in µM; 290,000 tested, 0.63% active; HEK293 NOD2/NF-kB luciferase reporter, luminescence; higher % means a stronger effect; further: many of its hits are not listed in these tables
NS5 inhibitors pilot replicate – recorded beside NS5 inhibitors, whose call it bears; inhibition, %; measured here: pilot screen replicate inhibition
Starred values were filed as active, the others as inactive; i = inactive; · = no result given; [ ] = dose if it differs, or a comment. Unless noted, no stated cut-off is given here; in the data, active means inhibition above about 50%; inactive means the rest. An excerpt, so the mix of outcomes need not match the whole.

SMILES	West Nile virus CPE	KOR beta-arrestin-1	AID2073	NS5 inhibitors	NOD1 NF-kB reporter	Yfh1-off respiration	HIV fusion peptide	KOR beta-arrestin-2	NOD2 inhibition	others
CN(CC(=O)Nc1ccc(F)cc1)c1ccc(S(=O)(=O)N2CCCC2)cn1	-0.5%	4%	2%	-7%	-30%	i	0.7%	-2.2%	15%
CCc1ccccc1-n1cnc2cc(C(=O)O)ccc21	0.1%	2%	16%	-3%	6%	i	1.7%	-3.1%	12%
COC(=O)CSc1[nH]c2ccccc2c1[N+](=O)[O-]	0.1%	20%	16%	-13%	-2%	i	1.1%	-3.7%	8%
CC1c2[nH]c3ccccc3c2C[C@H]2C(=O)N(CCCO)CC(=O)N12 (some centres not stated)	-0.4%	-17%	5%	-3%	-11%	·	1.1%	-0.2%	-2%
COc1ccc(C(=O)N2CCN(c3ccc(NC(=O)Cc4ccccc4)cc3)CC2)cc1	0.4%	-17%	16%	6%	-22%	·	0.6%	13%	0%
CCOC(=O)CN(C(=O)CSc1nnc(COc2ccc(OC)cc2)n1CC)c1ccccc1	-0.3%	44%	4%	-8%	-2%	i	-1.4%	1.0%	-5%
CC(=O)Nc1ccc(S(=O)(=O)Nc2ccc(Cl)nn2)cc1	0.3%	14%	3%	-2%	-26%	i	1.4%	14%	8%
COc1cccc(NC(=O)Cn2c(CCC(=O)O)ccc2-c2ccccc2)c1	-0.5%	-1%	31%	-8%	-8%	i	11%	0.9%	6%
CCOc1cccc(NC(=O)C2CC(=O)N(C)C(=Nc3ccccc3)S2)c1 (configuration not stated)	-0.7%	8%	-2%	2%	6%	i	0.6%	-1.1%	14%
CCc1nnc(NC(=O)CSc2nc3c(cc2C#N)CCCC3)s1	0.4%	8%	11%	1%	-26%	·	-1.1%	-2.4%	-159%
Cc1cc(C(F)F)n2nc(C(=O)Nc3ccccc3Br)nc2n1	-0.3%	8%	13%	7%	-25%	i	-1.2%	-2.0%	3%	NS5 inhibitors pilot replicate=0.3
O=Cc1cc(CCC(=O)O)ccc1O	-0.2%	-16%[20 µM]	10%	-3%	63%*	·	-1.1%	3.6%	-11%
CCC1SC2=NC(C)=C(C(=O)OCCOC)C(c3ccc(C(=O)OC)cc3)N2C1=O (configuration not stated)	-0.1%	-1%	0%	-5%	7%	i	-0.4%	-4.9%	7%
O=C(NCC1CCCO1)c1ccccc1NS(=O)(=O)c1cccs1 (configuration not stated)	0.2%	-14%	-7%	2%	-38%	·	0.2%	2.7%	1%
O=C(Cc1ccc(F)cc1)Nc1nc(-c2ccc(F)c(F)c2)cs1	-0.2%	-262%[20 µM]	0%	-10%	34%	·	3.4%	1.7%	16%
CC1CC(C)CN(CCOc2cccc3ccccc23)C1 (configuration not stated)	-1.2%	-24%	6%	7%	0%	·	-1.2%	-1.8%	-4%
COc1ccc(-c2nn3c(C4CCCCC4)nnc3s2)cc1OC	0.4%	-7%	2%	-13%	-3%	i	1.4%	4.1%	-26%	NS5 inhibitors pilot replicate=-2.4
CN(C(=O)COC(=O)c1cc(F)c(F)cc1Cl)c1ccccc1	0.5%	-2%	8%	-5%	4%	·	-1.8%	-3.6%	-5%
Cc1ccc(C(=S)NCS(=O)(=O)c2ccc(C)cc2)cc1	0.1%	14%	28%	-9%	4%	i	3.7%	1.9%	14%
COc1ccccc1-n1cnc2sc(C)c(C)c2c1=O	-0.1%	-15%	-7%	3%	-9%	·	-0.4%	-0.5%	25%
Cc1cc(C(F)(F)F)n2ncc(-c3cccc(Br)c3)c2n1	1.4%	13%	24%	-9%	-5%	i	-0.4%	22%	-12%
CSc1nc(Oc2ccc(Cl)cc2)c2sccc2n1	0.0%	34%	5%	-2%	-10%	i	-1.2%	-3.3%	9%
COc1cc(C2C(C#N)=C(N)Oc3n[nH]c(-c4cccnc4)c32)ccc1OCC(N)=O (configuration not stated)	0.0%	3%	5%	-3%	-10%	i	-2.1%	5.4%	11%
CCOP(=O)(OCC)C(NC(=O)c1cccs1)c1ccccc1 (configuration not stated)	-0.6%	20%	-3%	-11%	-64%	·	0.9%	-5.2%	-7%
S=C(Nc1cc(Cl)ccc1Oc1ccccc1)N1CCN(c2ccccn2)CC1	0.6%	30%	-30%	-5%	-4%	·	-2.0%	-6.7%	19%
SMILES	West Nile virus CPE	KOR beta-arrestin-1	AID2073	NS5 inhibitors	NOD1 NF-kB reporter	Yfh1-off respiration	HIV fusion peptide	KOR beta-arrestin-2	NOD2 inhibition	others
Cc1ccc(-c2noc(CN3CCN(Cc4ccccc4)CC3)n2)cc1	-0.8%	0%	-2%	-2%	-7%	i	1.0%	12%	6%
O=C(CCc1nnc(-c2ccc(-c3ccccc3)cc2)o1)NCCc1ccccn1	-1.2%	-2%[20 µM]	-3%	-3%	16%	i	1.0%	5.8%	11%
COc1ccccc1NC(=O)Nc1nnc(CC(=O)Nc2ccccc2C)s1	-0.3%	-11%	8%	-6%	-29%	i	0.8%	2.5%	0%
COc1ccc(NC(=O)COc2ccc(/C=N/O)cc2OC)cc1	1.1%	0%	-2%	-5%	-18%	i	1.1%	-7.2%	-9%
Cc1ccc(NC(=O)c2ccc(S(=O)(=O)N3CCOCC3)cc2)cc1	-0.4%	1%	12%	-9%	-7%	·	-1.1%	-0.9%	15%
Cn1c(NC(=O)CC2CCCCC2)cc(=O)n(C)c1=O	0.1%	15%	11%	-1%	-12%	i	-0.9%	0.3%	6%
COc1ccc(NC(=O)CC2C(=O)OCC3CCCCN32)cc1Cl (configuration not stated)	-0.2%	-7%	9%	-4%	-24%	i	5.1%	-0.4%	13%
COC(=O)c1scc(S(C)(=O)=O)c1-n1cccc1	-0.2%	-29%	4%	·	4%	i	0.4%	3.6%	-5%
CN(C)c1oc(COc2ccc(F)cc2)nc1C#N	0.5%	-1%	9%	-3%	-28%	i	0.5%	3.7%	-4%
CCN(CC)C(=O)CSc1nnc(-c2cc(-c3ccc(Cl)cc3)nc3ccccc23)o1	0.7%	6%	-1%	-8%	15%	i	-2.0%	-2.2%	7%
CCCCNC(=O)Oc1ccc(C(=O)N2c3ccccc3NC(=O)C2C)cc1 (configuration not stated)	-0.5%	2%	10%	-1%	-2%	·	-1.0%	-3.4%	0%
Cc1ccc(C2CC(=O)c3cnc(NC(=O)c4ccco4)nc3C2)cc1 (configuration not stated)	0.3%	14%	12%	0%	3%	i	0.1%	-3.4%	22%
Cc1noc(NS(=O)(=O)c2ccc(NC(=O)/C=C/c3ccc(Br)cc3)cc2)c1C	-0.7%	8%	13%	18%	7%	·	36%	0.4%	-6%
Cc1cccc(Cn2c(NCCO)nc3c2c(=O)n(C)c(=O)n3C)c1	-1.0%	26%	-2%	-3%	41%	i	0.6%	-3.2%	19%
CCc1cc(=O)oc2cc(C)cc(OCC(=O)N3CCC(C(=O)NC(C)C)(c4ccccc4)CC3)c12	0.7%	-16%	22%	-6%	4%	·	2.7%	-4.2%	-1%
Cc1ccc(-n2nc3c(=O)n(C(C)C(=O)NCc4ccco4)nc(C)c3c2C)cc1 (configuration not stated)	-0.5%	-3%	4%	1%	-4%	·	-1.8%	-7.3%	12%
O=C(/C=C/c1ccco1)NC(=S)NNC(=O)c1ccco1	0.0%	-32%	65%	5%	-26%	i	52%	-2.3%	5%
CC(C)(C)NC(=O)NC(=O)COC(=O)c1ccc2c(c1)S(=O)(=O)N=C1CCCCCN12	-0.1%	-33%	0%	3%	-20%	i	-2.3%	-2.6%	10%
CCOC(=O)COc1nc(C)cc(C(F)(F)F)c1C#N	0.3%	-31%	0%	·	-6%	i	-0.5%	1.5%	-11%
NC(=O)c1ccc(NC(=O)CN2CCN(C(=O)c3ccco3)CC2)cc1	0.1%	-23%	8%	-2%	-30%	·	-1.6%	-1.4%	0%
CCCCC(=O)Nc1ccc2c(c1)oc1ccccc12	-0.5%	-32%	18%	2%	-21%	i	-0.5%	2.8%	-47%
CCOC(=O)c1csc(NC(=O)c2ccc(OC)c(OC)c2)n1	0.6%	-34%	-4%	-2%	-45%	i	-0.9%	0.4%	-1%
Cc1ccc(OCC(=O)Nc2cnn(CCCC(=O)O)c2)c([N+](=O)[O-])c1	0.1%	10%	7%	·	-15%	i	-1.9%	5.4%	15%
CCOc1ccccc1NC(=O)C(C)SCc1ccccc1 (configuration not stated)	-0.5%	-43%[20 µM]	0%	·	-21%	·	-0.4%	1.3%	-5%
OC1(C(F)(F)F)CC(c2ccc3ccccc3c2)=NO1 (configuration not stated)	0.1%	-4%	-14%	5%	-17%	i	-1.1%	3.3%	-116%
SMILES	West Nile virus CPE	KOR beta-arrestin-1	AID2073	NS5 inhibitors	NOD1 NF-kB reporter	Yfh1-off respiration	HIV fusion peptide	KOR beta-arrestin-2	NOD2 inhibition	others
COc1cccc(Cn2c(=O)sc3ccccc3c2=O)c1	-1.4%	5%	0%	·	-40%	i	-1.2%	-2.2%	4%
CCN(CC)CCN(C(=O)Cn1nnc(-c2ccc(C)o2)n1)C(C(=O)NC1CCCC1)c1ccc(F)cc1 (configuration not stated)	-0.2%	-17%	1%	1%	-34%	·	-0.9%	-4.4%	-6%
Cc1cccc([C@@H]2[C@@H]3C(=O)N(C)C(=O)[C@@H]3[C@@H]3C(=O)Nc4ccccc4C(=O)N23)c1	0.2%	-10%[20 µM]	-2%	3%	-21%	·	2.6%	-0.1%	8%
COc1ccccc1NC(NC(=O)c1ccco1)C(=O)c1ccccc1 (configuration not stated)	0.2%	-30%	4%	-3%	-28%	i	-0.9%	2.4%	-1%
CCOc1ccc(CN(C)CC(=O)Nc2cc(OC)c([N+](=O)[O-])cc2C)cc1	-1.2%	-10%	19%	-2%	0%	i	-1.1%	6.6%	-8%
CCCOc1ccc(/C=C/C(=O)NCc2ccccc2)cc1	-0.3%	23%	-4%	-3%	-33%	i	2.3%	-1.8%	14%
COCCn1c(N)c(C(=O)Nc2sc3c(c2C(=O)OC)CCCC3)c2nc3ccccc3nc21	0.3%	22%	8%	6%	-14%	i	11%	0.4%	0%
O=C(c1cccc(S(=O)(=O)Nc2cccc(C(F)(F)F)c2)c1)N1CCOCC1	0.6%	18%	-2%	2%	-8%	i	-1.8%	1.8%	7%
Cc1ccc(-c2nn(-c3ccccc3)cc2C(=O)Nc2ccc(C)c(S(=O)(=O)N3CCOCC3)c2)cc1	-0.2%	30%	24%	-1%	-26%	i	3.5%	-2.7%	10%
COC(=O)c1ccc(NC(=O)Cn2nc(C(=O)Nc3ccc(C)cc3)ccc2=O)cc1	-0.2%	-14%	74%	-10%	-22%	·	2.6%	-3.4%	12%

Four compounds picked at random from those above, as already listed:
SMILES	West Nile virus CPE	KOR beta-arrestin-1	AID2073	NS5 inhibitors	NOD1 NF-kB reporter	Yfh1-off respiration	HIV fusion peptide	KOR beta-arrestin-2	NOD2 inhibition	others
Cc1ccc(C2CC(=O)c3cnc(NC(=O)c4ccco4)nc3C2)cc1 (configuration not stated)	0.3%	14%	12%	0%	3%	i	0.1%	-3.4%	22%
CC1CC(C)CN(CCOc2cccc3ccccc23)C1 (configuration not stated)	-1.2%	-24%	6%	7%	0%	·	-1.2%	-1.8%	-4%
COc1ccc(-c2nn3c(C4CCCCC4)nnc3s2)cc1OC	0.4%	-7%	2%	-13%	-3%	i	1.4%	4.1%	-26%	NS5 inhibitors pilot replicate=-2.4
COC(=O)CSc1[nH]c2ccccc2c1[N+](=O)[O-]	0.1%	20%	16%	-13%	-2%	i	1.1%	-3.7%	8%

From PubChem
